BoNT F protease – inhibitors of Botulinum neurotoxin F light chain protease. 0.22% of 360,000 active. inhibition, % at 10 µM. Multiplex microsphere protease cleavage assay, flow cytometry; in the data active = inhibition above about 35%, passing the limit was not always enough; inconclusive = no clear call, values can overlap the other calls; also: plate controls were buffer without enzyme for full effect and enzyme alone for no effect
CCHF vOTU inh – CCHFV vOTU protease inhibition; 0.55% of 370,000 active; inhibition, % at 11.5 µM; Pep-AMC fluorescence; in the data active = inhibition above about 30%; also: 0% = vehicle wells with enzyme and 100% = no enzyme wells
PrPC TRFRET – reduces human prion protein on the cell surface; inhibition, % at 13.8 µM; 0.43% of 370,000 active; cell surface PrPC, TR-FRET read-out; in the data active = inhibition above about 24%; also: 0% = median of the test wells and 100% = reference compound wells
Anthrax LF inh2 – inhibitors of Bacillus anthracis lethal factor protease; P15917; multiplex microsphere protease cleavage assay, LF; inhibition, % at 10 µM; 0.12% of 360,000 active; also: plate controls were buffer without enzyme for full effect and enzyme alone for no effect
PfHsp40 yeast – restores yeast growth despite PfHsp40 toxicity; AID 504582; 0.68% of 340,000 active; S. cerevisiae expressing PfHsp40, growth rescue, ATP luminescence; growth rescue, % at 12.5 µM; in the data active = growth rescue above about 28%, passing the limit was not always enough; inconclusive = no clear call, values can overlap the other calls;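 also: yeast W303a lacking pdr1 and pdr3 grown in galactose medium; growth measured after three days at 30 °C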
BoNT A protease – blocks Botulinum neurotoxin A light chain protease; multiplex microsphere protease substrate cleavage, flow cytometry; inhibition, % at 10 µM; 0.17% of 360,000 active; also: plate controls were buffer without enzyme for full effect and enzyme alone for no effect
Y pestis TopoI – inhibitors of Yersinia pestis topoisomerase I; Y. pestis Topo-I cleavage product accumulation, plate reader; activity, % at 10 µM; 0.064% of 360,000 active; AID 504884; in the data active = activity above about 50%, passing the limit was not always enough; inconclusive = no clear call, values can overlap the other calls; also: inactives centre near 2
TcdB inh – blocks C. difficile toxin B glycohydrolase activity | inhibition, % at 9.99 µM | TcdB glycohydrolase enzymatic assay, plate reader | P18177 | 0.24% of 350,000 active; in the data active = inhibition above about 10%
Target sequence (P18177 whole entry, looked up): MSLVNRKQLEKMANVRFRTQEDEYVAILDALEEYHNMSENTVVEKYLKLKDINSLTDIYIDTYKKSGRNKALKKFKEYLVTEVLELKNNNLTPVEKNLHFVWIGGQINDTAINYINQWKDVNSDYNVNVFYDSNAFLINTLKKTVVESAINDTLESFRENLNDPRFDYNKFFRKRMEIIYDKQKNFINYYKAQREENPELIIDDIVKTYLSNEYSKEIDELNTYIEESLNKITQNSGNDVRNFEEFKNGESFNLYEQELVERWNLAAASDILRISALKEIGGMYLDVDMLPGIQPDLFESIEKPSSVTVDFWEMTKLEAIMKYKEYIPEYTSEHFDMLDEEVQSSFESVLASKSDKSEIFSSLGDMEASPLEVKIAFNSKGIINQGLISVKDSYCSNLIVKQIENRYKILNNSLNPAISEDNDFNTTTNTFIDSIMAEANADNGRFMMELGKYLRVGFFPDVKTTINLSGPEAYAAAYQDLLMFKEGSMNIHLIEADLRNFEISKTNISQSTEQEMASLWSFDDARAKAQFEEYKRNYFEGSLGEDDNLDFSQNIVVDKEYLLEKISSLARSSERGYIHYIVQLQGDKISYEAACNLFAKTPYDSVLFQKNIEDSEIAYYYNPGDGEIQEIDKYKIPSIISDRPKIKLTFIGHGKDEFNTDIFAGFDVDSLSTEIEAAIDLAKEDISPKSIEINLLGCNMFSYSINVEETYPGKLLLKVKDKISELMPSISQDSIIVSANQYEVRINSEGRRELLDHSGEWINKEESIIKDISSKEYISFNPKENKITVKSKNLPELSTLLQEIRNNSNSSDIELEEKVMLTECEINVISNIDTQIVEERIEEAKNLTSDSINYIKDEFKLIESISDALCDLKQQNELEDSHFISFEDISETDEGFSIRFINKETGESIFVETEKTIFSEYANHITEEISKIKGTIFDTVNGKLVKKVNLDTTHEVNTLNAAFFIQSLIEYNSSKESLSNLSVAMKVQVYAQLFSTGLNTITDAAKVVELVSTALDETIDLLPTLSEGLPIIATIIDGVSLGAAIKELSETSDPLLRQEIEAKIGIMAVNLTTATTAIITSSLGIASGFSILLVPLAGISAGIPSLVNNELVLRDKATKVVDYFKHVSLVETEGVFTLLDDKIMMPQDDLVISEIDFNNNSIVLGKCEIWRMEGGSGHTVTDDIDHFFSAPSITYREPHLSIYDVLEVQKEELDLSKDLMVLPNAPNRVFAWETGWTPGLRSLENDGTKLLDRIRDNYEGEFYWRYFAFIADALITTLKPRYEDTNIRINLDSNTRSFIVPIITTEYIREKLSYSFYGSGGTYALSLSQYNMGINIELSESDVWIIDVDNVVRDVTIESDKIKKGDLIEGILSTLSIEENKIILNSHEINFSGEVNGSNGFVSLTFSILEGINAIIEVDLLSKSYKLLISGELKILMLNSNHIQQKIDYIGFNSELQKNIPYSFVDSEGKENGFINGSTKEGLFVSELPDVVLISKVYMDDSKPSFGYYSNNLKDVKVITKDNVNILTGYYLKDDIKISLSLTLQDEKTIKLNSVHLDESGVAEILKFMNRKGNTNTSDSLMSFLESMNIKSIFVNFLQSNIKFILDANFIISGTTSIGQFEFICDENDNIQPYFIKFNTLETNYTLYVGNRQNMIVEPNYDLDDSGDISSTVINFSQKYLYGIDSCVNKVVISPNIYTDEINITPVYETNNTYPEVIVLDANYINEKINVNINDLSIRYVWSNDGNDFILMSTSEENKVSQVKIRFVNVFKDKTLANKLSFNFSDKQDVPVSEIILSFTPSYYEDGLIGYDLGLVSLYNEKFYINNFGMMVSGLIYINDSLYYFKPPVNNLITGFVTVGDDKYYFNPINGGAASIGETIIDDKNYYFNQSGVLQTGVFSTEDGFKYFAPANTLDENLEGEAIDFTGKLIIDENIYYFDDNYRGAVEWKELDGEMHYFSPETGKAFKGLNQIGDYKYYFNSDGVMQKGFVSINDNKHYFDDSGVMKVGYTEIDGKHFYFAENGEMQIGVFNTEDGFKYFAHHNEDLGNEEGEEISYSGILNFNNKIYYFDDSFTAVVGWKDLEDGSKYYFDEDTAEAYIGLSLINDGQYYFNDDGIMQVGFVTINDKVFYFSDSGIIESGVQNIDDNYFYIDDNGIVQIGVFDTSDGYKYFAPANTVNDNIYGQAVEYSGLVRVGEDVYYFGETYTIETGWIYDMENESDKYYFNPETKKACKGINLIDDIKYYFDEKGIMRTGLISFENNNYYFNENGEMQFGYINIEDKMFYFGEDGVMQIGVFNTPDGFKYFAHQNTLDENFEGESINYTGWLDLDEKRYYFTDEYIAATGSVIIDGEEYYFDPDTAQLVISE
FadD28 binding – M. tuberculosis FadD28 bisubstrate binding inhibition | inhibition, % at 12.5 µM | 0.22% of 360,000 active | AID 588549 | FadD28 bisubstrate probe binding, fluorescence polarization; in the data active = inhibition above about 8.5%, passing the limit was not always enough; inconclusive = no clear call, values can overlap the other calls
An asterisk follows results filed as active; ? = inconclusive; · = not tested or not shown. Rule as the data show it, unless noted: active = inhibition above about 30%; inconclusive = no clear call, values can overlap the other calls; inactive = below that.

SMILES	BoNT A protease	PrPC TRFRET	BoNT F protease	Y pestis TopoI	PfHsp40 yeast	CCHF vOTU inh	FadD28 binding	TcdB inh	Anthrax LF inh2
CCNC(=O)C1CCCN(C(=O)c2ccc(C(F)(F)F)cc2)CC1 (stereo not given)	0.2	4.5	4.2	0.8	·	-8.2	-0.1	0.3	2.5
O=C(CSc1nnc(C2COc3ccccc3O2)o1)N1CCN(c2ccccc2)CC1 (stereo not given)	0.1	10.4	1.4	2.0	0.1	-3.7	-3.4	-2.7	-0.5
Cc1ccc2nc(C3CCCCC3)c(Cc3cccc(Cl)c3)n2c1	-0.2	-11.2	-9.2	·	·	-0.6	-3.1	0.2	2.2
O=C(NCc1ccccc1)c1ccc(OC2CSC2)cc1	-1.2	1.6	-26.7	8.1	0.1	-3.4	-0.8	·	2.3
CCN1CCN(c2ccc(S(=O)(=O)N3CCOCC3)cc2NC(=O)CCSC)CC1	-1.3	-2.7	-2.3	5.6	-1.5	5.1	·	1.7	-4.3
CS(=O)(=O)N1CCC(Oc2ccccc2C(=O)N2CCC[C@H]2CO)CC1	·	-2.5	·	1.9	-1.3	9.8	1.1	0.1	·
O=C(Nc1ccccc1Cl)c1cc(C2CCCN(C(=O)CCc3ccccc3)C2)on1 (stereo not given)	0.1	9.3	0.4	34.6	·	18.6	-0.9	1.2	-4.6
Cc1ccc(S(=O)(=O)CCC(=O)OCc2ccccc2F)cc1	0.2	2.5	-0.4	2.5	0.2	-2.0	-3.2	3.6	-3.3
O=C(O)c1ccc(O)c(N2C(=O)Nc3ccccc3N2O)c1	0.3	-2.1	-7.0	-3.4	-1.4	3.2	0.3	·	-3.1
O=C(O)c1ccccc1N(Cc1ccccc1)C(=O)CO/N=C/c1ccccc1	0.1	-2.4	-0.6	-2.2	-0.1	7.3	-0.9	-0.6	-0.7
COc1cccc(CC(=O)Nc2ccc(F)c(S(=O)(=O)N3CCOCC3)c2)c1	0.5	-6.5	-0.2	-2.3	0.4	16.0	-1.4	1.2	-1.4
CCN(CC)C(=O)CSC(Nc1cccc(F)c1)=C(C#N)C#N	1.2	-6.4	?	-11.0	·	0.3	1.6	0.2	-2.8
Cc1ccc(C)c(N(CC(=O)NCc2ccco2)C(=O)CCC(=O)Nc2ccccn2)c1	0.9	-5.9	9.9	18.9	0.7	11.6	-4.8	·	3.6
COc1ccc(/C=N/NC(=O)CN2CCN(Cc3ccccc3)CC2)cc1Br	0.2	-10.6	1.4	1.3	-1.4	-0.1	-3.5	-1.0	7.7
Nc1cnn(Cc2ccccc2F)c1	-1.1	12.8	-14.9	1.4	1.2	33.8*	0.1	1.3	-9.3
C=CCNC(=O)CC1C(=O)NCCN1Cc1ccc(-c2ccccc2)cc1 (stereo not given)	-1.0	8.2	-2.8	-0.1	0.4	13.1	-3.3	0.3	-1.6
COc1cc(NC(=S)NC(=O)c2ccccc2F)ccc1NC(=O)c1ccco1	-0.1	-6.7	-4.0	9.8	0.1	-2.0	-4.6	1.4	2.8
Cc1ccc2nsnc2c1NC(=O)CCc1ccccc1	-0.2	-24.8	0.5	6.7	0.7	-13.6	-4.3	0.5	0.3
Cc1cccc2cc(CN(C(=S)NCC(C)C)C3CCCC3)c(=O)[nH]c12	1.0	4.9	-4.5	21.6	-0.4	7.4	-2.3	0.4	-0.6
Cc1cc(OCCCN2CCCC2)ccc1Cl	-9.3	8.6	-51.4	4.7	-1.7	-12.4	-2.8	1.3	-15.6
COc1ccccc1Cc1nc(-c2ccncc2)no1	0.0	-0.9	-3.2	9.9	-0.2	-6.7	-1.6	1.5	-10.8
O=C(CCN1CCN(CCO)CC1)Nc1ccc(C2CCCC2)cc1	-0.3	-1.4	-1.2	-3.9	9.1	-1.2	-0.1	1.1	-3.0
O=C(N/N=C/c1cccnc1)c1cc(-c2ccccc2Cl)nc2ccccc12	-1.3	0.1	1.9	5.8	-0.3	17.7	-9.4	2.5	0.5
CC(=O)Nc1nc2ccccc2[nH]1	0.0	3.7	-1.2	-4.0	-0.1	-11.4	0.3	1.1	-5.7
COc1ccc(C(C)=O)cc1COC(=O)c1cnc(Cl)c(Cl)c1	-0.6	-2.5	-5.4	-11.4	-2.4	-6.0	-2.4	1.0	-5.8
CCCCn1c(N)c(N(Cc2ccccc2OC)C(=O)CN2C(=O)NC(C)(c3ccccc3)C2=O)c(=O)[nH]c1=O (stereo not given)	-8.1	1.9	?	3.1	0.2	-3.7	-4.3	-0.3	4.7
CCC1=C(OC(=O)N(CC)CC)N2C(=O)OC(=NCC(=O)OC)[C@]2(Cc2ccccc2)[C@H]2C1=CC[C@H]1C(=O)N(c3ccccc3)C(=O)[C@H]12	0.2	-0.8	2.0	19.8	-0.2	-2.3	-0.6	0.9	-4.4
Cc1ccc(NC(=O)CCNC(=O)c2ccc(Cl)cc2)cc1F	-0.6	7.9	-0.7	-0.4	-0.2	-3.5	-3.3	1.8	-2.1
CCC1CN1P(=O)(N1CCCC1)N1CC1CC (stereo not given)	-0.3	-2.5	-10.4	17.8	1.0	-4.6	-11.0	0.5	2.3
CCc1ccc(N=C2NC(=O)/C(=C/c3cc(OC)c(OC)c(OC)c3)S2)cc1	-1.1	3.6	2.0	4.1	-0.3	5.1	-2.5	0.0	-11.5
COc1ccccc1N1CC(C(=O)Nc2nnc(SCc3ccccn3)s2)CC1=O (stereo not given)	0.6	-7.6	-6.3	2.9	-2.1	-1.8	-4.1	·	-1.6
Brc1ccc(-c2nnc(-c3cccc(Br)c3)o2)cc1	-0.1	4.1	-16.1	-3.6	0.7	0.9	-2.1	·	-2.6
COc1cccc(C2/C(=C(\O)c3ccc4c(c3)OCCO4)C(=O)C(=O)N2Cc2cccnc2)c1 (stereo not given)	0.2	2.5	-2.1	-10.5	-1.6	4.5	-0.8	-0.4	-2.3
CCOc1ccc(-n2c(SCC(=O)Nc3ccc(CC)cc3)nc3n[nH]c(C)c3c2=N)cc1	-0.6	10.3	-1.6	35.7	0.8	28.8	-1.2	-0.3	0.6
NNC(=O)CCc1c[nH]c2ccccc12	0.3	4.0	9.2	-1.4	0.2	13.1	-0.2	·	2.7
Cc1cccc(C)c1NC(=O)CNC(=O)c1ccc(NS(=O)(=O)c2ccc3[nH]c(=O)[nH]c3c2)cc1	·	0.1	·	2.4	-0.2	6.2	-0.6	3.0	·
COc1cccc(CN2CC(C(=O)NCCN3CCOC3=O)CCC2=O)c1 (stereo not given)	0.5	-2.7	6.9	-5.5	1.4	-10.5	-0.2	-7.6	0.4
CCOc1ccc(/C=C2\NC(=S)NC2=O)cc1	2.0	-9.7	6.9	0.9	-1.9	26.9	-2.8	0.8	0.0
COc1ccccc1NC(=O)C(CC(=O)O)Cc1cc(C)cc(C)c1 (stereo not given)	-0.2	-1.9	0.4	1.4	·	-0.8	1.8	0.7	-0.1
CC(C(=O)N1CCc2ccccc21)N(C)CC(=O)Nc1ccc(F)cc1 (stereo not given)	0.0	-5.9	1.3	-3.2	14.7	13.0	-2.2	-0.9	4.5
O=C(CN1CCN(c2ccccc2)CC1)N1CCN(c2ccccc2)CC1	0.1	1.1	2.2	17.8	-0.9	-12.9	-0.7	0.5	-3.8
O=C(Nc1ccc(Cl)c(S(=O)(=O)N2CCOCC2)c1)c1ccccn1	-0.4	-15.8	-5.3	1.2	0.9	4.6	-1.3	1.1	-0.4
O=c1c2ccccc2nnn1Cc1ccccc1Cl	0.0	-11.2	-11.1	-4.5	0.4	7.4	-1.7	0.7	-2.6
O=C(Cn1c(COc2ccccc2)nc2ccccc21)Nc1cc(Cl)ccc1Cl	-1.5	-6.9	-6.4	2.7	0.8	-3.0	-1.3	-0.9	-1.7
CC(=O)Nc1ccc(OCC(O)Cn2ccnc2C)cc1 (stereo not given)	-1.3	-4.8	-5.3	2.3	-0.2	8.3	-5.7	1.1	-1.3
COc1cc2[nH]cc(C(=O)NCc3ccccc3)c(=O)c2cc1OC	-0.3	14.2	-24.1	0.2	0.0	-2.2	0.3	-0.2	0.7
Cc1c2cnn(CC(=O)N3CCC4(CC3)OCCO4)c(=O)c2c(C)n1Cc1ccccc1F	0.0	-1.2	-3.6	2.9	0.2	17.8	-1.5	·	-1.7
COc1ccc(Oc2cccc(Cl)c2CNC(=O)CCC(=O)O)cc1	?	4.4	?	4.0	-0.7	1.1	-3.9	3.2	-1.9
CS(=O)(=O)N(CC(=O)NCCSc1ccccn1)c1ccc(F)cc1	0.4	0.9	-2.6	-2.3	-0.4	2.5	-0.8	-0.2	-3.9
CC1=CC(C)(C)Nc2ccc(OC(=O)C(Cc3ccccc3)N3C(=O)c4ccccc4C3=O)cc21 (stereo not given)	1.8	2.7	11.7	12.7	0.3	4.6	-3.2	·	-2.5

Part of the list above in order of molar mass, low to high.
SMILES	BoNT A protease	PrPC TRFRET	BoNT F protease	Y pestis TopoI	PfHsp40 yeast	CCHF vOTU inh	FadD28 binding	TcdB inh	Anthrax LF inh2
O=c1c2ccccc2nnn1Cc1ccccc1Cl	0.0	-11.2	-11.1	-4.5	0.4	7.4	-1.7	0.7	-2.6
CC(=O)Nc1ccc(OCC(O)Cn2ccnc2C)cc1 (stereo not given)	-1.3	-4.8	-5.3	2.3	-0.2	8.3	-5.7	1.1	-1.3
COc1ccccc1NC(=O)C(CC(=O)O)Cc1cc(C)cc(C)c1 (stereo not given)	-0.2	-1.9	0.4	1.4	·	-0.8	1.8	0.7	-0.1
CC(C(=O)N1CCc2ccccc21)N(C)CC(=O)Nc1ccc(F)cc1 (stereo not given)	0.0	-5.9	1.3	-3.2	14.7	13.0	-2.2	-0.9	4.5
O=C(CN1CCN(c2ccccc2)CC1)N1CCN(c2ccccc2)CC1	0.1	1.1	2.2	17.8	-0.9	-12.9	-0.7	0.5	-3.8
O=C(Nc1ccc(Cl)c(S(=O)(=O)N2CCOCC2)c1)c1ccccn1	-0.4	-15.8	-5.3	1.2	0.9	4.6	-1.3	1.1	-0.4
CS(=O)(=O)N(CC(=O)NCCSc1ccccn1)c1ccc(F)cc1	0.4	0.9	-2.6	-2.3	-0.4	2.5	-0.8	-0.2	-3.9
O=C(Cn1c(COc2ccccc2)nc2ccccc21)Nc1cc(Cl)ccc1Cl	-1.5	-6.9	-6.4	2.7	0.8	-3.0	-1.3	-0.9	-1.7
Cc1c2cnn(CC(=O)N3CCC4(CC3)OCCO4)c(=O)c2c(C)n1Cc1ccccc1F	0.0	-1.2	-3.6	2.9	0.2	17.8	-1.5	·	-1.7

Later entries
SMILES	BoNT A protease	PrPC TRFRET	BoNT F protease	Y pestis TopoI	PfHsp40 yeast	CCHF vOTU inh	FadD28 binding	TcdB inh	Anthrax LF inh2
COc1ccccc1OCC(=O)NCc1nc(-c2ccccc2)no1	-0.2	2.6	-2.7	12.7	0.8	5.3	-1.3	-1.4	0.2
COCC(=O)N(Cc1cc2ccc(C)cc2[nH]c1=O)c1ccc(C)cc1C	1.9	6.1	3.0	-8.5	0.5	8.6	-1.3	-3.0	1.5
COc1ccc(C(=O)c2oc3nc(C)cc(C)c3c2N)cc1	0.7	5.7	-20.5	7.4	2.0	5.4	-0.5	·	-4.4
COC(=O)C1=C(C)N(c2ccc(F)cc2)C(=O)C1	-1.4	-1.7	-6.5	-3.5	-0.8	-12.5	-0.4	·	-8.8
O=C(O)COc1ccccc1/C=C1\SC(=S)N(NC(=O)c2ccccc2O)C1=O	-0.8	-7.0	-5.8	-0.9	5.4	9.3	6.9	-1.3	-10.3
COc1cc(CNC(=O)CCCC/C=C/C(C)C)ccc1O	-0.7	5.4	-8.5	3.3	1.3	3.4	-3.0	2.6	-0.2
N#Cc1nc(COc2ccc(Br)cc2)oc1N1CCCC1	-0.4	7.4	-5.7	49.1	6.4	16.1	-2.1	·	-4.0

Compound activity deposited in PubChem BioAssay by several laboratories.

An unsorted share of the library. Share with any hit: about 2.3%.
